High-throughput results deposited in PubChem by several laboratories.
FadD28 binding = M. tuberculosis FadD28 bisubstrate binding inhibition; FadD28 bisubstrate probe binding, fluorescence polarization; inhibition, % at 12.5 µM; hit rate 0.22% among 360,000; AID 588549; in the data active = inhibition above about 8.5%, passing the limit was not always enough; inconclusive = no clear call, values can overlap the other calls
CCHF vOTU inh = blocks the CCHF virus ovarian tumor domain protease | CCHFV vOTU protease, Pep-AMC fluorescence | inhibition, % at 11.5 µM | hit rate 0.55% among 370,000 | AID 651958; note: 0% = vehicle wells with enzyme and 100% = no enzyme wells
Mtb FBA inh = inhibits M. tuberculosis FBA enzyme. P9WQA3. purified M. tuberculosis FBA, fluorescence read-out. inhibition, % at 1 µM. hit rate 2.3% among 360,000. AID 588726; in the data active = inhibition above about 27%;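 note: 0% = vehicle and 100% = reference inhibitor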
Target sequence (P9WQA3 whole entry, looked up): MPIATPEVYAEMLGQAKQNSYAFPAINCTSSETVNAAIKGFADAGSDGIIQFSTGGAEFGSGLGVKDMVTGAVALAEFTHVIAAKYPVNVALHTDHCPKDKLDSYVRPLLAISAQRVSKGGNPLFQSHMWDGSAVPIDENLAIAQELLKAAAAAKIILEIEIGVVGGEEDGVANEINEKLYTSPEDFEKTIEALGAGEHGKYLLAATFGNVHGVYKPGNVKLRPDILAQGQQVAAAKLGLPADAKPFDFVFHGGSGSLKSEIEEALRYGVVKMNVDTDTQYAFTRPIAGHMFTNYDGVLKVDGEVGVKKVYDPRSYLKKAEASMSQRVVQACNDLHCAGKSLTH
GDH-TPI counter = counter-screen for M. tuberculosis FBA inhibitors: GDH-TPI coupled enzymes. GDH-TPI coupled enzyme counterscreen, NADH absorbance. inhibition, % at 4.8 µM. hit rate 1.2% among 360,000. AID 588335;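 note: 0% = DMSO wells and 100% = wells lacking the enzyme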
PrPC surface inh = inhibitors of human cell surface prion protein PrPC. P04156. TR-FRET read-out. inhibition, % at 13.8 µM. hit rate 0.43% among 370,000; in the data active = inhibition above about 24%; note: 0% = median of the test wells and 100% = reference compound wells
BoNT-A LC inh2 = inhibitors of Botulinum neurotoxin A light chain protease. hit rate 0.17% among 360,000. multiplex microsphere protease substrate cleavage, flow cytometry. inhibition, % at 10 µM; in the data active = inhibition above about 30%; inconclusive = no clear call, values can overlap the other calls; note: plate controls were buffer without enzyme for full effect and enzyme alone for no effect
Mtb UGM inh = Mtb UDP-galactopyranose mutase inhibition; P9WIQ1; purified UGM, fluorescence polarization probe displacement; inhibition, % at 10 µM; hit rate 0.06% among 320,000; AID 504406; in the data active = inhibition above about 10%, passing the limit was not always enough; inconclusive = no clear call, values can overlap the other calls
Target sequence (P9WIQ1 whole entry, looked up): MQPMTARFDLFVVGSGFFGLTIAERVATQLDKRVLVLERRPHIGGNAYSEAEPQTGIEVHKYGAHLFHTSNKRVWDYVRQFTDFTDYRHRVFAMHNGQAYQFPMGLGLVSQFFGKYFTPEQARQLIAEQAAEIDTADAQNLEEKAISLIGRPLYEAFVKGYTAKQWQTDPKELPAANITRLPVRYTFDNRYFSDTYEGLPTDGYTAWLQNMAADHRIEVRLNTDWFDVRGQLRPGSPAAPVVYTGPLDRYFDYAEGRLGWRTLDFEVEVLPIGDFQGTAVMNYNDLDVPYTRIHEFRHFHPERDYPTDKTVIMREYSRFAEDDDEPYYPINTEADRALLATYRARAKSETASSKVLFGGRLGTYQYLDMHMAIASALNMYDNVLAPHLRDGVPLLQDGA
BoNT F protease = inhibitors of Botulinum neurotoxin F light chain protease. Multiplex microsphere protease cleavage assay, flow cytometry. inhibition, % at 10 µM. hit rate 0.22% among 360,000; in the data active = inhibition above about 35%, passing the limit was not always enough; inconclusive = no clear call, values can overlap the other calls; note: plate controls were buffer without enzyme for full effect and enzyme alone for no effect
BioA inh = inhibitors of Mycobacterium tuberculosis BioA enzyme; purified M. tuberculosis BioA enzyme, plate reader; inhibition, % at 9.99 µM; hit rate 0.096% among 360,000; in the data active = inhibition above about 40%; inconclusive = no clear call, values can overlap the other calls
Active calls of the source: *; ? = inconclusive; / = not tested or not shown; & = joins results of further samples. Cut-off read from the data, not from the text of the source, unless noted: active = inhibition above about 30%; inactive = the rest.

SMILES | FadD28 binding | CCHF vOTU inh | Mtb FBA inh | GDH-TPI counter | PrPC surface inh | BoNT-A LC inh2 | Mtb UGM inh | BoNT F protease | BioA inh
O=C(Cc1ncc(C(F)(F)F)cc1Cl)N1CCN(c2cccc(Cl)c2)CC1 | -1.4 | 0 | -1 | 8 | -1 | -0.6 | 2.7 | 9 | /
CCOc1ccc(C(C)=O)cc1COc1ccc(-c2nnco2)cc1 | -2.0 | -3 | 4 | 7 | 8 | -1.4 | -4.5 | -8 | 2.8
Cc1ccc(-c2ccccc2)n1-c1cccc(C(=O)O)c1 | 2.6 | 13 | 5 | 1 | 5 | -0.1 | 1.6 | -3 | /
Cc1ccc(F)cc1NCC(=O)Nc1ccc(Br)cc1 | 0.4 | -2 | 3 | 9 | 4 | 0.4 | 0.0 | -4 | -3.6
CCOC(=O)CCN(c1ccccc1)S(=O)(=O)c1ccc(-c2ccc(=O)[nH]n2)s1 | -4.0 | 8 | 3 | 17 | -3 | -0.7 | -1.0 | -8 | 1.3
Cc1cc(C)n(-c2n[nH]c(=O)c3ccccc23)n1 | 0.7 | 3 | 1 | 1 | 4 | 0.0 | -2.1 | 4 | -2.1
N#Cc1ccc(Oc2ccc(S(=O)(=O)N3CCOCC3)cn2)cc1 | -0.5 | -2 | -3 | 9 | 1 | / | 1.7 | / | /
O=C(CNC(=O)c1ccco1)OCc1ccccc1Cl | -1.5 | -9 | 0 | 3 | -5 | 0.1 | -1.3 | -2 | -1.0
O=C(N/N=C/c1coc2ccccc2c1=O)c1cc(O)cc(O)c1 | -15 | 11 | -3 | 9 | -4 | -1.2 | / | -7 | /
Cc1ccc(CCNC(=O)CN(C)S(=O)(=O)c2ccc3c(c2)c(=O)n(C)c(=O)n3C)cc1 | -0.6 | 11 | 4 | -7 | 7 | 0.5 | -0.3 | 7 | -1.6
COc1ccc(OCCCC(=O)Nc2cc(S(=O)(=O)N3CCCCC3)ccc2C)cc1 | -1.1 | -6 | 4 | 0 | 4 | 2.5 | -1.7 | 1 | -0.6
CN(Cc1nccn1C)C(=O)CCc1nnc(CCC2CCCCC2)o1 | 0.4 | -6 | -2 | 7 | -7 | -1.1 | -1.1 | -3 | /
C=CCc1cccc(/C=N/NC(=O)C(=O)Nc2ccc(C)cc2)c1O | -1.4 | 0 | 3 | 7 | -3 | -0.3 | 2.7 | -2 | /
COCCCNC(=S)NNC(=O)c1ccc(C(C)(C)C)cc1 | -1.6 | -2 | 0 | -1 | -5 | 1.7 | 2.2 | ? | /
O=C(CSc1nnc(CNC(=O)c2ccc(F)cc2)o1)c1ccccc1 | -0.7 | -6 | 1 | -7 | 1 | -0.4 | -0.5 | -1 | -3.1
CCOC(=O)C1(CCOc2ccccc2)CCN(Cc2cccc(OC)c2)CC1 | -4.1 | -8 | 4 | -6 | -6 | 0.6 | 1.6 | ? | 1.0
Cc1ccc(N(C)/N=C/c2ccc(Cl)cc2Cl)nn1 | / | 6 | 1 | 13 | 6 | -2.4 | 0.9 | -8 | 0.3
Cc1cc(C)c(C)c(S(=O)(=O)N2CCN(C(=O)C3CSC4(C)CCC(=O)N34)CC2)c1C (configuration not stated) | -0.5 | / | 0 | 2 | / | 0.3 | 0.0 | -12 | /
C/C=C(/C)C(=O)Nc1cccc(C2=NOC3(C2)C[C@H](C(N)=O)N(C(=O)Cc2ccc([N+](=O)[O-])cc2)C3)c1 (some centres not stated) | -2.4 | 2 | 1 | 7 | -29 | -0.3 | 0.1 | -11 | 0.8
CCCCCCSc1cccc(-c2nc3cc(C)ccn3c2NCc2ccccc2)c1 | -1.6 | 1 | 28* | 19 | -5 | -0.6&-0.7 | 1.9 | -15&-8 | -1.6
NS(=O)(=O)c1ccc(NC(=O)CSc2nnc(-c3ccc(O)cc3)o2)cc1 | 0.5 | 2 | -4 | 3 | -2 | -0.3 | -1.9 | -12 | -2.6
CC(=O)Nc1cccc(-c2cn3ccc(C)cc3n2)c1 | -4.2 | -17 | 50* | 12 | -8 | 0.1 | 4.9 | 2 | /
Cc1cccc2cc(CN(CCN(C)C)C(=S)NCc3ccco3)c(=O)[nH]c12 | -1.2 | 6 | 3 | 10 | -5 | 9.7 | -0.7 | -29 | /
COc1ccc(CC(=O)N(CCN(C)C)CC2CCCN(Cc3ccccc3F)C2)cc1 (configuration not stated) | 0.2 | -4 | 3 | -1 | -9 | 0.0 | 3.9 | -11 | -0.2
CC(=O)C1=C(O)C(=O)N(c2ccc(S(N)(=O)=O)cc2)C1c1ccc([N+](=O)[O-])cc1 (configuration not stated) | -2.7 | 4 | -2 | 15 | -16 | -0.2 | 0.3 | -2 | /
SMILES | FadD28 binding | CCHF vOTU inh | Mtb FBA inh | GDH-TPI counter | PrPC surface inh | BoNT-A LC inh2 | Mtb UGM inh | BoNT F protease | BioA inh
O=C(/C=C/c1c(F)cccc1Cl)Nc1ccc(S(=O)(=O)Nc2ncccn2)cc1 | -1.6 | -14 | 2 | 4 | -2 | -1.1 | 4.6 | 6 | 0.4
O=S(=O)(NCc1cccnc1)c1cccc2cccnc12 | -3.6 | -11 | 1 | -3 | -4 | -0.8 | 0.8 | -9 | 4.8
COCCN(CC(=O)Nc1cccc(C)c1C)C(=O)c1cc(-c2cccs2)nn1-c1ccccc1 | -0.2 | 5 | -1 | 8 | 6 | -0.5 | 0.3 | -8 | -1.7
Cc1cc(N2CCN(C(=O)c3ccco3)CC2)n2nc(C)c(-c3ccccc3)c2n1 | -0.2 | 0 | 3 | 3 | 7 | -1.7 | / | -20 | 0.9
CN(C)S(=O)(=O)c1ccc(Nc2nc(C3CC3)nc3c2nnn3Cc2ccccc2Cl)cc1 | -2.4 | -2 | -2 | 16 | -3 | 0.3 | 1.3 | -4 | /
CSc1ncc(Cl)c(C(=O)Nc2ccccc2Cl)n1 | 0.8 | -10 | -2 | 6 | -2 | -1.2 | / | -8 | /
COc1ccc(C(=O)C[n+]2ccc(N)c(C)c2C)cc1 | -0.9 | 4 | 7 | 0 | 10 | -1.5 | -0.3 | -12 | /
COc1ccc(C(=O)N2CCN(c3cccc(C)c3C)CC2)cc1S(=O)(=O)NC1CC1 | -2.1 | -6 | -3 | 1 | 8 | 3.5 | / | 10 | -3.5
CNC(=O)Oc1cccc2c1OC(C)(C)O2 | -0.2 | 12 | -2 | 2 | -10 | -0.1 | / | 10 | 0.5
CC1=C(C(=O)OCc2ccc(C)cc2)C(c2ccc(O)c([N+](=O)[O-])c2)NC(=O)N1 (configuration not stated) | -1.9 | -10 | -5 | 0 | -1 | -0.8 | 1.6 | -4 | /
CS(=O)(=O)N1CCN(C(=O)c2cc3ccccc3oc2=O)CC1 | -3.4 | / | 0 | 6 | / | -0.8 | -1.9 | -3 | /
CN1CCN(c2ccc(C(CC(N)=O)NC(=O)Cc3ccc(Br)cc3)cc2[N+](=O)[O-])CC1 (configuration not stated) | -3.7 | 1 | -4 | 1 | -11 | -0.1 | -0.5 | -3 | -1.1
COc1ccccc1C(=O)NC1CCSc2ccccc21 (configuration not stated) | -1.4 | 14 | 1 | 7 | -6 | -3.0 | -3.0 | -2 | 0.5
COC(=O)N[C@@H]1C[C@H]2[C@@H]3CC[C@H]4C[C@@H](OC)CC[C@]4(C)[C@H]3CC[C@]12C | -1.7 | 10 | 1 | 9 | 4 | -0.2 | 0.2 | -4 | -0.9
CC(C)c1ccc(S(=O)(=O)Nc2ccc3c(c2)OCO3)cc1 | -1.0 | 21 | 1 | 7 | 15 | / | -1.4 | / | -0.3
Nn1c(SCC(=O)Nc2ccc(OC(F)F)cc2)nnc(Cc2ccccc2)c1=O | -2.1 | -7 | 1 | 6 | 0 | 1.3 | 1.2 | 27 | 0.2
Cc1ccc(S(=O)(=O)N2CCOCC2)cc1NC(=O)CN1C(=O)CN(C)C1=O | 0.7 | 6 | -3 | 0 | -4 | / | / | / | -0.2
COCCNS(=O)(=O)c1ccc2c(c1)C(=NO)c1cc(S(=O)(=O)NCCOC)ccc1-2 | -7.8 | -5 | 18 | 14 | -38 | -1.4 | -1.5 | -9 | /
COc1ccc(-c2ccc(CCC(=O)O)n2-c2ccc(O)cc2)cc1 | 0.3 | 13 | -1 | -8 | 2 | 0.4 | 0.6 | -5 | 1.4
CN1CCc2c(sc3nc(SCC(=O)N4CCOCC4)n(-c4ccc(Cl)cc4)c(=O)c23)C1 | -7.3 | 1 | 25 | 51* | -2 | 3.8 | -1.9 | -3 | 34
COc1cccc(-c2nnc(SCC(=O)OC(C)C)n2N)c1 | -5.1 | -19 | -3 | 2 | -9 | -0.9 | -1.1 | -2 | -0.1
Cc1nc(SCC(=O)N2CCc3ccccc3C2)c2c(C)c(C)sc2n1 | -2.7 | 10 | 1 | 11 | 10 | 0.5 | -3.7 | 1 | 10
COc1ccc(S(=O)(=O)c2c(O)c3ccc(C(=O)Nc4ccccc4F)cc3[nH]c2=O)cc1 | -6.8 | 7 | 5 | 12 | 4 | 0.2 | 2.1 | 4 | -0.5
CC1=CC(C)(C)N(C(=O)CSc2nccn2C)c2cc(C)ccc21 | -3.5 | 1 | 2 | 6 | -3 | -2.3 | 2.7 | -8 | 0.4
CC1(C(=O)NS(=O)(=O)c2cccs2)CCN1C(=O)Cc1ccc(Cl)cc1Cl (configuration not stated) | 1.3 | -2 | 4 | 11 | -1 | 0.1 | / | -9 | -0.5
SMILES | FadD28 binding | CCHF vOTU inh | Mtb FBA inh | GDH-TPI counter | PrPC surface inh | BoNT-A LC inh2 | Mtb UGM inh | BoNT F protease | BioA inh
Cc1c(C(=O)Nc2ccc(S(=O)(=O)N(C)C3CCN(C)CC3)cc2)oc2c(Cl)cccc12 | -8.9 | -8 | -1 | -2 | -16 | / | -0.3 | / | -2.8
COc1ccc(OC)c(/C=N/NC(=O)c2ccc(N(C)S(=O)(=O)c3ccccc3)cc2)c1 | -0.8 | 11 | 5 | 16 | -1 | 0.6 | -2.0 | -1 | -1.6
CC(=O)Nc1ccc(/C=C/c2ccc3c([N+](=O)[O-])cccc3n2)cc1 | -1.1 | 1 | -1 | 10 | 3 | 2.0 | -1.9 | -1 | /
O=c1c2ccccc2nnn1-c1ccccc1[N+](=O)[O-] | -6.5 | 4 | -1 | 8 | -24 | -1.4 | / | -9 | -1.2
CCC(=NCCc1ccccc1)c1c(O)n(C)c(=O)n(C)c1=O | -5.6 | -1 | -3 | -8 | 2 | 0.1 | -2.3 | ? | 2.7
Cc1ccc(Nc2c(-c3ccc(N4CCOCC4)cc3)nc3ncccn23)cc1 | -2.9 | 9 | 3 | 31* | 7 | -0.4 | 1.1 | 4 | -0.2
CC1CCCCN1S(=O)(=O)c1ccc2c(c1)CCN2C(=O)C1CCC1 (configuration not stated) | -0.1 | 6 | 2 | 8 | 4 | -1.1 | -0.3 | 18 | 1.0
CCc1nnc(NC(=O)CSc2nc3c(c(=O)n2-c2ccccc2OC)SCC3)s1 | -1.0 | / | -4 | 18 | / | -2.1 | -0.9 | -36 | /
O=C(Cc1ccc(F)cc1)NC1CCCC1 | -1.5 | 16 | -1 | 0 | -8 | 0.1 | / | -7 | -3.3
COC(=O)CNC(=O)c1cn(-c2ccc(C)c(C)c2)c(=O)c2ccccc12 | 0.6 | 2 | 2 | 20 | -4 | 0.4 | 1.4 | 23 | 0.4
Cc1c(C(=O)N2CCN(c3ccc(F)cc3)CC2)sc2ncnc(N3CCN(c4ccccn4)CC3)c12 | -0.4 | 9 | -1 | 3 | -5 | 1.5 | -1.9 | -8 | -0.7
COc1ccccc1C1OC2=C(Nc3ccc([N+](=O)[O-])cc3N2)C1=O (configuration not stated) | -1.1 | 2 | 0 | 7 | -34 | -11 | 3.1 | -21 | /
CCOc1ccc(NC(=O)CSc2nnc(-c3ccccc3)n2N)cc1 | -4.8 | 5 | -7 | -2 | 2 | -0.4 | -0.6 | 0 | -3.8

Pulled by structure from the list above:
SMILES | FadD28 binding | CCHF vOTU inh | Mtb FBA inh | GDH-TPI counter | PrPC surface inh | BoNT-A LC inh2 | Mtb UGM inh | BoNT F protease | BioA inh
O=C(Cc1ccc(F)cc1)NC1CCCC1 | -1.5 | 16 | -1 | 0 | -8 | 0.1 | / | -7 | -3.3
Cc1cccc2cc(CN(CCN(C)C)C(=S)NCc3ccco3)c(=O)[nH]c12 | -1.2 | 6 | 3 | 10 | -5 | 9.7 | -0.7 | -29 | /
Cc1ccc(Nc2c(-c3ccc(N4CCOCC4)cc3)nc3ncccn23)cc1 | -2.9 | 9 | 3 | 31* | 7 | -0.4 | 1.1 | 4 | -0.2

An unsorted share of the library. About 4.8% of those tested had a hit in this group.
